ABCB6 inh 2: inhibitors of human ABC transporter ABCB6 | AID 602162 | hit rate 0.19% among 360,000 | K562-ABCB6 porphyrin accumulation, flow cytometry, 1 h; stronger effect = lower value | fluorescence ratio to DMSO, % at 10 µM;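 active = fluorescence ratio to DMSO below 75%, the collection mean minus 3 SD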;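 note: signal is porphyrin accumulated inside mitochondria; 100% equals median channel fluorescence of DMSO control wells; lower ratio means ABCB6 inhibition with less porphyrin fluorescence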
Target sequence (Q9NP58 whole entry, looked up): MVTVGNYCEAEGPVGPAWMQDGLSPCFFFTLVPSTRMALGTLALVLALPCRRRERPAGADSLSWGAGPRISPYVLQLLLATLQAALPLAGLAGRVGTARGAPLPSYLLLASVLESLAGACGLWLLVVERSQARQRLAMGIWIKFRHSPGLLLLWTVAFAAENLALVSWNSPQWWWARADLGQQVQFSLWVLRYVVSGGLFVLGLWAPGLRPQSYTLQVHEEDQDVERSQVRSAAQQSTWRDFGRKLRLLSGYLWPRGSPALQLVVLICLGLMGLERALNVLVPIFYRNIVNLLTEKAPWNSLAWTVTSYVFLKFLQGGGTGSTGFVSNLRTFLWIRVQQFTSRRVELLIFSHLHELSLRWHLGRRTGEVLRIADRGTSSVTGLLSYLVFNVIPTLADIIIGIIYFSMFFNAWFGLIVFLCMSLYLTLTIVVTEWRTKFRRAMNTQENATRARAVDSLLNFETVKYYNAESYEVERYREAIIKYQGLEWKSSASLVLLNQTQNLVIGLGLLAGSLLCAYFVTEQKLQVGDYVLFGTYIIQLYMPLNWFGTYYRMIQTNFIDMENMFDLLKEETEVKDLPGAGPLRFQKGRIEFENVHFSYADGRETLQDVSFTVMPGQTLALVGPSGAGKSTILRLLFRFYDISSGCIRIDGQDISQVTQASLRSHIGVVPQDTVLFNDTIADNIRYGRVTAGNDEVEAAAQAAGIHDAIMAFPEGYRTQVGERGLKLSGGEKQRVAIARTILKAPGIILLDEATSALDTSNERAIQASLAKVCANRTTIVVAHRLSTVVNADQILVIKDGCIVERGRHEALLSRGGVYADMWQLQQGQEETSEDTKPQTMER
hiPSC survival: increases survival of single human iPS cells; hiPSC single-cell survival, ATPlite luminescence; 100% = ROCK inhibitor wells, 0% = DMSO; survival enhancement, % at 20 µM; hit rate 0.044% among 360,000; in the data active = survival enhancement above about 18%;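 note: cells exposed to compounds for 16 hours before the ATP read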
H9c2 protect: myocardial damage modulation in H9c2 cells | hit rate 0.63% among 360,000 | H9c2 cardiomyocytes, H2O2 injury protection, ATPLite, 2 h | protection from H2O2 cell death, % at 20 µM | AID 588492;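 active = compounds giving at least 50% protection of heart cells from peroxide-induced death in the single-dose screen, raw or plate-pattern-corrected value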;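 note: 0% = DMSO wells with peroxide and 100% = DMSO wells without peroxide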
m5-HT2A agonist: mouse HTR2A agonism via beta-arrestin recruitment; P35363; CHO-K1 mHTR2A beta-arrestin complementation, luminescence; percent of 30 µM serotonin response; activation, % at 7.6 µM; hit rate 0.66% among 360,000;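 active = activation above a run cutoff, the mean activation of all tested compounds plus 3 SD, cut at about 14% in these data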;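 note: 0% = plate median of compound wells and 100% = 30 µM serotonin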
PDI inh: blocks human protein disulfide isomerase activity. P07237. PDI insulin aggregation turbidity, A650, 90 min. inhibition, % at 10 µM. hit rate 0.052% among 350,000. AID 588391;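 active = mean inhibition across replicates of 30% or more, whatever share of single replicates reach that level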;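 note: absorbance from insulin aggregation driven by PDI reduction with DTT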
CaV13 FRET inh: Primary screen for inhibitors of IQ motif and Ca2+-dependent inactivation inhibitor domain binding in CACNA1D, Förster resonance energy transfer in living cells, …. HEK cells, CFP/YFP FRET ICDI-IQ, plate reader, 10 min; percent FRET-ratio fall versus neutral wells. inhibition, % at 12.3 µM. hit rate 0.098% among 340,000;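 active = mean replicate inhibition of at least 30% and at least 1% of replicates passing that level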;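 note: 0% = median of the neutral control wells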
N-glyco inh: blocks N-linked glycosylation in D54 reporter cells; D54 ERlucT glycosylation luciferase reporter, 24 h; percent of 100 nM tunicamycin response; reporter increase, % at 12.5 µM; hit rate 0.23% among 360,000;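 active = mean luciferase reporter signal, scaled so untreated is 0 and the glycosylation-blocking control 100, at or above a set limit in every replicate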;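 note: luciferase carries N-glycosylation sites so blocking glycosylation raises the light; 0% = median of neutral control wells and 100% = median of 100 nM tunicamycin wells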
aDG glyco up: alpha-DG glycosylation activation; AID 624168; hit rate 0.22% among 360,000; activation, % at 10 µM; Pro5-aDG cells, alpha-DG glycosylation AlphaScreen (IIH6); 0% Pro5, 100% B10-LARGE cell signal;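 active = activation of at least 8% versus controls, or a plate z-score of at least 8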;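 note: Pro5 are CHO cells carrying HIG-tagged alpha-DG that lacks glycosylation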
Exocytosis inh: blocks lytic granule exocytosis; TALL-104 LAMP-1 surface exposure, flow cytometry; cells stimulated with thapsigargin and PMA; inhibition, % at 10 µM; hit rate 0.66% among 360,000;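 active = inhibition above about 55%, limit read from the data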
Vif inh: HIV Vif inhibition; HEK293T cells, Vif self-association by quenched fluorescence, imaging, 24 h; AID 602346; inhibition, % at 7.49 µM; hit rate 0.35% among 340,000; in the data active = inhibition above about 50%, passing the limit was not always enough; note: some results filed as inactive read as strong as hits
The depositor's hits bear a star; x = no result given.

Labels used below – A = ABCB6 inh 2; B = hiPSC survival; C = H9c2 protect; D = m5-HT2A agonist; E = PDI inh; F = CaV13 FRET inh; G = N-glyco inh; H = aDG glyco up; I = Exocytosis inh; J = Vif inh
1: COc1ccc(C2(CNC(=O)c3ccccc3[N+](=O)[O-])CCOCC2)cc1
  A = 87; B = -0.5; C = 7; D = 5; E = -1; F = 7; G = 0; H = 0.3; I = -2; J = -5
2: CCOC(=O)C(NC(=O)c1ccccc1)(OCC1(CC)COC1)C(F)(F)F (centres undefined)
  A = 99; B = 1.0; C = 2; D = 2; E = -3; F = 41*; G = 0; H = -0.1; I = 0; J = 3
3: CCCCN1C(=O)C(O)(CC(=O)c2ccco2)c2cc(Br)ccc21 (centres undefined)
  A = 91; B = -2.4; C = -5; D = 2; E = x; F = -9; G = 9; H = 1.7; I = 4; J = -3
4: O=C(Oc1ccc2c(=O)c(Cl)coc2c1)c1ccncc1
  A = 94; B = -4.4; C = 4; D = 2; E = -31; F = -4; G = 0; H = 0.0; I = 0; J = 8
5: CC(=O)N1CCN(C(=O)c2ccc(NS(=O)(=O)c3ccc4[nH]c(=O)[nH]c4c3)cc2)CC1
  A = 90; B = -0.4; C = -3; D = 0; E = 6; F = x; G = 3; H = 0.0; I = -3; J = 17
6: C/C(=N\NS(=O)(=O)c1ccc(C(C)(C)C)cc1)c1ccccc1
  A = 100; B = 0.5; C = -6; D = -3; E = 19; F = -6; G = 1; H = 0.0; I = -20; J = -5
7: CCOC(=O)N1CCN(C(=O)CCn2nc(-c3ccc(Cl)cc3)ccc2=O)CC1
  A = x; B = -1.3; C = 0; D = 1; E = 8; F = x; G = 1; H = -0.2; I = -1; J = 19
8: COc1cccc(OC)c1C(=O)N1CCN(c2ccccn2)CC1
  A = 106; B = 0.7; C = 4; D = -2; E = 7; F = -9; G = 0; H = 0.1; I = 4; J = -4
9: CN(Cc1nc(Cc2ccccc2F)no1)[C@@H]1CS(=O)(=O)C[C@H]1O
  A = 101; B = 1.0; C = 0; D = 8; E = 16; F = -6; G = 3; H = 0.0; I = -3; J = -1
10: COc1ccc(C(=O)Nc2ccc3c(c2)nc(CN2CCN(C(C)=O)CC2)n3C)cc1
  A = 92; B = -3.6; C = 6; D = 6; E = 6; F = x; G = -4; H = -0.3; I = 0; J = -4
11: COC(=O)C1=C(C)N(c2ccc(C)c(C)c2)/C(=C/c2ccc(O)cc2)C1=O
  A = 98; B = 2.2; C = 7; D = 10; E = 7; F = -4; G = -1; H = -0.3; I = -10; J = -2
12: O=C(NNc1ccc(-c2csnn2)cc1)c1ccccc1C(F)(F)F
  A = 94; B = -0.6; C = -4; D = -3; E = -3; F = -4; G = 1; H = 0.3; I = 8; J = -3
13: Cc1ccc(C(=O)C2=C(O)C(=O)N(Cc3ccccc3)C2c2cccnc2)o1 (centres undefined)
  A = 99; B = 0.1; C = 0; D = 4; E = 8; F = -8; G = 0; H = 0.3; I = 0; J = -3
14: CC(C(=O)Nc1cccnc1)N1C(=O)c2ccccc2C1=O (centres undefined)
  A = 89; B = 1.3; C = 2; D = 6; E = -14; F = x; G = 3; H = 0.0; I = 1; J = -9
15: COC(=O)c1c(C)[nH]c(C(=O)/C=C/c2ccc(C)cc2)c1C
  A = 95; B = -0.9; C = -13; D = -1; E = -5; F = -4; G = -5; H = 0.4; I = 6; J = -5
16: Cc1ccc(-c2ccc(C(=O)NCc3ccccc3)o2)c2ccccc12
  A = 98; B = 1.8; C = 2; D = 0; E = 1; F = -5; G = 0; H = 0.1; I = 1; J = -3
17: CCC(CC)C(=O)OCC(=O)Nc1ccc(S(=O)(=O)N2CCOCC2)cc1OC
  A = 102; B = 3.2; C = 4; D = -3; E = -5; F = -8; G = -1; H = -0.2; I = -2; J = 5
18: COC(=O)CC1C(=O)NCCN1C(=O)NC1CCCCC1 (centres undefined)
  A = 93; B = 2.2; C = 0; D = 1; E = 22; F = -4; G = 2; H = 0.0; I = -3; J = 1
19: COc1ccc(N(C(=O)CNC(=O)c2ccco2)C(C(=O)NCC2CCCO2)c2ccccc2)cc1OC (centres undefined)
  A = 100; B = -0.2; C = -1; D = 5; E = 1; F = -2; G = 3; H = 0.0; I = 4; J = 2
20: O=C(CCCSc1nc2ccccc2[nH]1)N1CCN(c2ccccc2)CC1
  A = 97; B = 1.4; C = 2; D = -11; E = 9; F = -4; G = -1; H = -0.1; I = -1; J = 0
21: c1ccc(-n2nnnc2Cc2nnnn2-c2ccccc2)cc1
  A = 87; B = 2.1; C = 6; D = 4; E = -5; F = -1; G = 0; H = -0.4; I = -3; J = 3
22: COc1cc(/C=N/NC(=O)c2ccncc2)ccc1OCC(=O)Nc1ccc(C)c(C)c1
  A = 97; B = 1.5; C = 52*; D = 0; E = 4; F = -3; G = 0; H = 0.1; I = -18; J = 8
23: CN(CC(=O)Nc1ccc(F)c(F)c1F)C(=O)c1n[nH]c(=O)c2ccccc12
  A = 96; B = 0.1; C = 1; D = 2; E = 1; F = -6; G = -2; H = 0.0; I = 1; J = -6
24: CCCCn1c(=O)n(C)c(=O)c2c3c(sc21)COC(C)(C)C3
  A = 98; B = 3.6; C = 11; D = -2; E = -4; F = -1; G = 4; H = 0.2; I = 0; J = -5
25: O=C(Cn1nnc(-c2ccccc2)n1)NNC(=O)c1cccc([N+](=O)[O-])c1
  A = 99; B = -0.4; C = -2; D = -4; E = 7; F = -3; G = 1; H = -0.1; I = -15; J = x
26: Cc1ccc(NC(=O)COC(=O)Cn2cnc3ccccc32)cc1S(=O)(=O)N(C)C
  A = 106; B = -1.3; C = 17; D = 6; E = -2; F = -8; G = 1; H = 0.0; I = 1; J = -6
27: CCOc1ccc(C(=O)NC2CCN(CC(=O)NCc3ccccc3)CC2)cc1
  A = 100; B = 1.1; C = 2; D = 2; E = 11; F = -3; G = 1; H = -0.1; I = -8; J = -6

Nine entries from above, with two lines to a compound:
The line under a structure holds: ABCB6 inh 2 | hiPSC survival | H9c2 protect | m5-HT2A agonist | PDI inh | CaV13 FRET inh | N-glyco inh | aDG glyco up | Exocytosis inh | Vif inh
[1] COc1ccc(C2(CNC(=O)c3ccccc3[N+](=O)[O-])CCOCC2)cc1
→ 87 | -0.5 | 7 | 5 | -1 | 7 | 0 | 0.3 | -2 | -5
[2] CCOC(=O)C(NC(=O)c1ccccc1)(OCC1(CC)COC1)C(F)(F)F (centres undefined)
→ 99 | 1.0 | 2 | 2 | -3 | 41* | 0 | -0.1 | 0 | 3
[3] CCCCN1C(=O)C(O)(CC(=O)c2ccco2)c2cc(Br)ccc21 (centres undefined)
→ 91 | -2.4 | -5 | 2 | x | -9 | 9 | 1.7 | 4 | -3
[4] O=C(Oc1ccc2c(=O)c(Cl)coc2c1)c1ccncc1
→ 94 | -4.4 | 4 | 2 | -31 | -4 | 0 | 0.0 | 0 | 8
[5] CC(=O)N1CCN(C(=O)c2ccc(NS(=O)(=O)c3ccc4[nH]c(=O)[nH]c4c3)cc2)CC1
→ 90 | -0.4 | -3 | 0 | 6 | x | 3 | 0.0 | -3 | 17
[6] C/C(=N\NS(=O)(=O)c1ccc(C(C)(C)C)cc1)c1ccccc1
→ 100 | 0.5 | -6 | -3 | 19 | -6 | 1 | 0.0 | -20 | -5
[7] CCOC(=O)N1CCN(C(=O)CCn2nc(-c3ccc(Cl)cc3)ccc2=O)CC1
→ x | -1.3 | 0 | 1 | 8 | x | 1 | -0.2 | -1 | 19
[8] COc1cccc(OC)c1C(=O)N1CCN(c2ccccn2)CC1
→ 106 | 0.7 | 4 | -2 | 7 | -9 | 0 | 0.1 | 4 | -4
[9] CN(Cc1nc(Cc2ccccc2F)no1)[C@@H]1CS(=O)(=O)C[C@H]1O
→ 101 | 1.0 | 0 | 8 | 16 | -6 | 3 | 0.0 | -3 | -1
